Source: PubChem
IDE cell activ: IDE (human) activation, cell-based; P14735; HEK cells, FAbeta-B cleavage, fluorescence polarization; 0% vehicle, 100% cell-free pure enzyme wells; activation, % at 5.96 µM; hit rate 0.073% among 340,000; AID 493087;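 active means activation above the mean of all tested compounds plus 3 SD, set per screening campaign, cut at about 17% in these data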
Target sequence (P14735 whole entry, looked up): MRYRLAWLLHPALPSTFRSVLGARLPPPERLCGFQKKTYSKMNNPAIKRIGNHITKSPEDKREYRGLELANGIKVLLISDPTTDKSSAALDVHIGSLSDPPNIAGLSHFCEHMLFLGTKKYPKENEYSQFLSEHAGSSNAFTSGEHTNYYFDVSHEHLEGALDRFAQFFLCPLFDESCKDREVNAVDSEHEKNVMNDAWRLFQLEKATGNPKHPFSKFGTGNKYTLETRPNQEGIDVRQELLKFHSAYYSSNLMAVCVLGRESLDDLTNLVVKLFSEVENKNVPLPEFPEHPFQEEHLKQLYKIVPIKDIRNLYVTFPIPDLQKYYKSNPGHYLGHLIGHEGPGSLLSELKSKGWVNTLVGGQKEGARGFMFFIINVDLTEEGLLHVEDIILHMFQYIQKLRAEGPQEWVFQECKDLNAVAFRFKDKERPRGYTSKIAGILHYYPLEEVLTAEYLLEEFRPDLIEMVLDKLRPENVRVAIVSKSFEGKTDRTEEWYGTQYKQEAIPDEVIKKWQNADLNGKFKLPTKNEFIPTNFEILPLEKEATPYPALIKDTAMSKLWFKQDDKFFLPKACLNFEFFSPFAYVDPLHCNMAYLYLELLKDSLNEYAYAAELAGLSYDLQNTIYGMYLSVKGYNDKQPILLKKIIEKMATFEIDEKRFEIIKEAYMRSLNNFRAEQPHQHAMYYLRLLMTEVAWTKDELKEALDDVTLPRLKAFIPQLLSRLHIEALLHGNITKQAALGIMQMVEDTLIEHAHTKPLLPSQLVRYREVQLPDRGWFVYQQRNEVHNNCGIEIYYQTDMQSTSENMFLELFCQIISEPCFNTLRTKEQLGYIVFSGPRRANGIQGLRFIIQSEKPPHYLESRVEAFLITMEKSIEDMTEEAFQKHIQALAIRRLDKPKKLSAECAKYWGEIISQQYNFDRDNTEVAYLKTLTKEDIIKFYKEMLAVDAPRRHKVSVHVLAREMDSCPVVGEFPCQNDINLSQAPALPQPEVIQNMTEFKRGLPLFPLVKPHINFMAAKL
UBC9 SUMO inh: blocks human SUMOylation mediated by UBC9 | HTRF SUMOylation assay, SAE1/SAE2 + UBC9, in vitro | hit rate 0.36% among 290,000 | P63279 | inhibition, % at 35 µM; in the data active means inhibition above about 50%, passing the limit was not always enough; further: strong numbers were not always called active
HCV NS3 hel inh: inhibitors of Hepatitis C virus NS3 helicase. NS3 helicase DNA unwinding, Cy5 molecular beacon fluorescence. hit rate 0.56% among 290,000. inhibition, % at 10.9 µM;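 active means inhibition above the mean of all tested compounds plus 3 SD, set per campaign, cut at about 35% in these data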;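 further: 0% = DMSO wells and 100% = thioflavine S control wells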
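System: NS3 helicase fragment of HCV / Schedule: 1 h at 25 °C / Control set: DMSO alone as 0% and 110 µM thioflavine S as 100% / Reagent: Cy5/quencher beacon DNA duplex and ATP to start / Technique: Cy5 fluorescence / Replication: singlicate / Evaluation: % inhibition of end-to-start signal ratio versus controls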
GalR3 antag: human GalR3 antagonism; O60755; hit rate 0.44% among 360,000; HEK293 GalR3-CNG cAMP membrane potential fluorescence; galR3 body fused to GalR1 C-terminus; inhibition, % at 3 µM;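 active means inhibition above the screen-wide average plus 3 SD, cut at about 13% in these data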;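 further: forskolin and galanin both at EC90 stimulate the cells; cAMP rise reported by CNG channel membrane potential dye signal; 0% = forskolin plus galanin with DMSO and 100% = forskolin alone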
IDE inh: inhibitors of human insulin-degrading enzyme in cells; P14735; HEK cells, FAbetaB cleavage, fluorescence polarization; inhibition, % at 5.59 µM; hit rate 0.41% among 320,000;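 active means percent inhibition above the average of all tested compounds plus 3 SD, set per screening campaign, cut at about 16% in these data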;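 further: IDE supplied by intact live HEK cells; FP after avidin binding of uncleaved biotin substrate so inhibition keeps polarization high; 0% = DMSO wells and 100% = 60 µM reference IDE inhibitor Ii1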
VIM-2 inh: inhibitors of Pseudomonas aeruginosa VIM-2 metallo-beta-lactamase. purified VIM-2, nitrocefin hydrolysis, epi-absorbance fluorescence. inhibition, % at 5.6 µM. hit rate 0.89% among 290,000. AID 1527;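 active means inhibition above the mean of all tested compounds plus 3 SD, cutoff set per screening run, cut at about 7.5% in these data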;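 further: red hydrolysis product quenches plate fluorescence so inhibitors raise well fluorescence; 0% = enzyme with DMSO and 100% = DMSO without enzyme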
IMP-1 inh: blocks Pseudomonas aeruginosa IMP-1 metallo-beta-lactamase; purified IMP-1, nitrocefin hydrolysis, epi-absorbance fluorescence; hit rate 0.45% among 290,000; inhibition, % at 5.6 µM; AID 1556;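 active means inhibition above the mean plus 3 SD of all compounds in the same screening run, cut at about 4.5% in these data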;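 further: 0% = IMP-1 with DMSO and 100% = DMSO wells lacking enzyme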
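System: Purified recombinant IMP-1 metallo-beta-lactamase enzyme | Measured by: Fluorescence quenching readout, ex 480/em 530 nm | Replication: Singlicate | Incubation: 15 min preincubation plus 25 min reaction at 25 °C | Evaluation: Percent inhibition from optical density relative to buffer-blank wells | Benchmarks: DMSO with and without IMP-1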
pCIP destab: lowers stability of the mouse p/CIP coactivator protein; AID 1984; decrease of EGFP signal, % at 10 µM; hit rate 0.01% among 290,000; Q05BA5; F442A p/CIP-EGFP cells, EGFP fluorescence, 16 h;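 active means EGFP signal decrease of at least 30% at 10 µM or well 3 SD below plate mean, unless failing retest; inactive means the rest, including hits failing retest or dose response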; further: some compounds called inactive have numbers as strong as hits; many of its hits are not listed in these tables
CRFBP-R2 block: antagonists of CRF-binding protein/CRF-R2 receptor complex; inhibition, % at 11.8 µM; AID 588475; hit rate 0.59% among 350,000; HEK293 CRF-R2/CRF-BP, CRF-induced calcium fluorescence;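 active means inhibition of the ligand-induced calcium signal above about 50% at the single tested concentration, limit read from the data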
* = called active by the depositor; x = no result given; & = joins results of further samples. Rows were taken by chance (roughly 3.2% active in at least one column).

cpd	IDE cell activ	UBC9 SUMO inh	HCV NS3 hel inh	GalR3 antag	IDE inh	VIM-2 inh	IMP-1 inh	pCIP destab	CRFBP-R2 block	smiles
1	-1	-2	8	7	-4	-2.2	-1.7	7	2	COc1ccc(OC)c(CNC(=O)Cc2c(C(=O)O)[nH]c3ccc(Cl)cc23)c1
2	0	6	-1	-2	-1	-2.1	-2.7	-5	-50	O=C(NC(=S)Nc1ccc(N2CCOCC2)cc1)c1cccc([N+](=O)[O-])c1
3	6	x	x	-8	0	x	x	x	-5	O=C(CN1CCN(c2ccc(F)cc2)CC1)Nc1ccccc1C(=O)NCCc1ccccc1
4	-1	-15	-25	x	2	-2.2	-2.6	-10	-15	CN1CCC(=C2c3ccccc3C=Cc3ccccc32)CC1
5	2	x	x	2	3	x	x	x	0	Cc1c(NC(=O)C(C)OC(=O)c2ccc(NC(=O)CC#N)cc2)c(=O)n(-c2ccccc2)n1C (stereo not given)
6	4	0	0	-6	13	0.3	-4.3	0	5	CCOC(=O)c1cn(-c2ccccc2)nc1-c1ccncc1
7	5	5	3	x	-3	1.6	-2.0	2	-14	CN(CC(=O)Nn1cnnc1)S(=O)(=O)c1ccccc1
8	5	x	x	-4	2	x	x	x	9	COc1ccc(C(=O)NCc2nnc(SCC(=O)c3ccc(F)cc3)n2C)cc1OC
9	3	4	-4	5	-6	4.1	-4.1	14	17	COc1cc(C(=O)OCC(=O)NCc2ccc(F)cc2)cc(NC(=O)c2cccs2)c1OC
10	-3	8	-1	0	4	0.4	-0.4	1	13	O=C(Cn1cccc1C(=O)c1ccccc1)NCCCN1CCOCC1
11	5	22	-1	-3	3	-1.3	-2.3	-6	14	CCn1c(SCC(=O)Nc2nc(C)c(C)s2)nnc1-c1cccs1
12	7	8	-19	0	2	-2.8	-2.5	0	14	CSCC[C@H](N)C(=O)N1CCC(C(=O)N[C@H](C)C(=O)NC(C)c2ccccc2)CC1 (stereo not given in full)
13	5	12	-2	1	-5	1.8	-0.3	-6	-2	Cc1ccc(Cl)cc1NC(=O)COC(=O)C1CCCC1
14	4	x	x	-6	1	x	x	x	0	COc1cc(C#Cc2c(-c3cncn3C)n(C)c3ccc(-c4cnc(N5CCOCC5)nc4)cc23)cc(OC)c1
15	6	4	-6	-6	5	-3.0	-2.1	3	4	C=C(C)CN1C(=O)c2ccccc2C1=O
16	1	-5	10	-2	1	0.0	-3.9	-14	-3	O=C(CSc1nnc(-c2ccco2)n1CC1CCCO1)c1ccc(F)cc1 (stereo not given)
17	-3	4	-4	-12	-2	2.0	0.1	-12	-4	Cc1cc(C)cc(NC(=O)CS(=O)(=O)c2cccc3nsnc23)c1
18	-2	1	15	-2	5	0.3	-0.9	-3	-4	COc1ccc(C(C(=O)NC2CCCC2)N(C(=O)c2ccco2)c2ccc3c(c2)OCO3)cc1OC (stereo not given)
19	3	1	-1	-3	5	-2.3	-1.4	5	39	O=C(/C=C/c1cc2c(cc1Br)OCO2)NCc1ccc(Cl)cc1
20	2	22	-5	0	-3	-2.1	-2.3	-16	13	CN(Cc1ccccc1F)c1ccc(S(=O)(=O)N2CCCC2)cn1

In the list so far, two contain a furan ring, fused or not.
cpd	IDE cell activ	UBC9 SUMO inh	HCV NS3 hel inh	GalR3 antag	IDE inh	VIM-2 inh	IMP-1 inh	pCIP destab	CRFBP-R2 block	smiles
16	1	-5	10	-2	1	0.0	-3.9	-14	-3	O=C(CSc1nnc(-c2ccco2)n1CC1CCCO1)c1ccc(F)cc1 (stereo not given)
18	-2	1	15	-2	5	0.3	-0.9	-3	-4	COc1ccc(C(C(=O)NC2CCCC2)N(C(=O)c2ccco2)c2ccc3c(c2)OCO3)cc1OC (stereo not given)

Shown with tabs: entries from further up.
cpd	Molecule	IDE cell activ	UBC9 SUMO inh	HCV NS3 hel inh	GalR3 antag	IDE inh	VIM-2 inh	IMP-1 inh	pCIP destab	CRFBP-R2 block
7	CN(CC(=O)Nn1cnnc1)S(=O)(=O)c1ccccc1	5	5	3	x	-3	1.6	-2.0	2	-14
8	COc1ccc(C(=O)NCc2nnc(SCC(=O)c3ccc(F)cc3)n2C)cc1OC	5	x	x	-4	2	x	x	x	9
9	COc1cc(C(=O)OCC(=O)NCc2ccc(F)cc2)cc(NC(=O)c2cccs2)c1OC	3	4	-4	5	-6	4.1	-4.1	14	17
10	O=C(Cn1cccc1C(=O)c1ccccc1)NCCCN1CCOCC1	-3	8	-1	0	4	0.4	-0.4	1	13
11	CCn1c(SCC(=O)Nc2nc(C)c(C)s2)nnc1-c1cccs1	5	22	-1	-3	3	-1.3	-2.3	-6	14
12	CSCC[C@H](N)C(=O)N1CCC(C(=O)N[C@H](C)C(=O)NC(C)c2ccccc2)CC1 (stereo not given in full)	7	8	-19	0	2	-2.8	-2.5	0	14
13	Cc1ccc(Cl)cc1NC(=O)COC(=O)C1CCCC1	5	12	-2	1	-5	1.8	-0.3	-6	-2
14	COc1cc(C#Cc2c(-c3cncn3C)n(C)c3ccc(-c4cnc(N5CCOCC5)nc4)cc23)cc(OC)c1	4	x	x	-6	1	x	x	x	0
15	C=C(C)CN1C(=O)c2ccccc2C1=O	6	4	-6	-6	5	-3.0	-2.1	3	4
16	O=C(CSc1nnc(-c2ccco2)n1CC1CCCO1)c1ccc(F)cc1 (stereo not given)	1	-5	10	-2	1	0.0	-3.9	-14	-3
17	Cc1cc(C)cc(NC(=O)CS(=O)(=O)c2cccc3nsnc23)c1	-3	4	-4	-12	-2	2.0	0.1	-12	-4
18	COc1ccc(C(C(=O)NC2CCCC2)N(C(=O)c2ccco2)c2ccc3c(c2)OCO3)cc1OC (stereo not given)	-2	1	15	-2	5	0.3	-0.9	-3	-4

Next part
cpd	IDE cell activ	UBC9 SUMO inh	HCV NS3 hel inh	GalR3 antag	IDE inh	VIM-2 inh	IMP-1 inh	pCIP destab	CRFBP-R2 block	smiles
21	5	x	x	-3	-2	x	x	x	3	Cc1ccc(SCC(=O)OCC(=O)NCCCc2ccccc2)cc1
22	-12	20	-8	-4	x	-1.8	-1.9	-5	-2	COc1ccc(NC(=O)CSc2nnc(-c3cccnc3)n2Cc2ccco2)c(OC)c1
23	-1	-2	2	-4	-3	-0.7	-0.2	-1	2	COC1=CC(=O)OC12CCCCC2
24	2	24	0	-2	-1	-1.1	-2.3	-4	2	Cc1cc(C)c(NC(=O)NC(=O)c2cccc(F)c2)c(C)n1
25	1	6	18	-9	11	1.9	-3.7	-7	-6	Cc1cc(C)c2oc(C(=O)NCc3ccccc3)cc(=O)c2c1
26	5	-10	7	-3	4	-2.0	-3.3	-1	15	Cc1nc(Cl)sc1C(=O)Nc1ccc(C(C)(C)C)cc1
27	4	14	-6	-7	-2	-2.0	-3.8	3	-3	CCN(CC)S(=O)(=O)c1cccc(C(=O)NCCCn2ccnc2)c1
28	-1	24	9	1	x	-1.2	-1.8	-1	0	CCOC(=O)Nc1ccc2c(CN3C(=O)NC4(CCCC4)C3=O)cc(=O)oc2c1
29	5&-1	-1	-4	-3&-3	-5&3	-1.1	-1.2	-6	-1&-4	COc1ccccc1Nc1nc(N2CCOCC2)nc(N2CCOCC2)n1
30	2	x	0	-4	2	2.0	0.7	-19	-18	O=Cc1cn(-c2ccccc2)nc1-c1cc2cc(O)ccc2oc1=O
31	2	-5	7	-2	-2	-3.4	-2.4	3	-9	Cc1csc2ncc(C(=O)Nc3ccon3)c(=O)n12
